D2 agonist: D2 dopamine receptor (human) agonism; P14416; HEK293 T-REx D2 cells, calcium flux agonist mode; activation, % at 2 µM; hit rate 0.53% among 340,000; AID 485358;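 active means activation over 3 SD above normal in the single-dose calcium agonist read, cut at about 30% in these data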; further: 0% is about no effect
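Tetracycline-induced HEK293 Trex cells with D2 receptor force-coupled to calcium signaling, plated overnight at 30 C and loaded with no-wash calcium dye. Calcium flux read kinetically for 180 s after compound addition; responses flag agonists.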
mIDH1 inhibitor: human IDH1 R132H inhibition. O75874. Potency, µM (series often up to 76.6 µM), for inactives: at the top dose activity change, negative = inhibition, actives largely listed as inhibitors. IDH1-R132H enzyme, NADPH consumption, diaphorase/resazurin fluorescence. hit rate 0.093% among 390,000. AID 602179; further: potency means the concentration at half of the fitted maximal effect; on the % scale 0 is the no-effect control and ±100 the full control effect; nearly all actives have a fitted effect of over 65% in size
Target sequence (O75874 whole entry R132H, stated change not applied): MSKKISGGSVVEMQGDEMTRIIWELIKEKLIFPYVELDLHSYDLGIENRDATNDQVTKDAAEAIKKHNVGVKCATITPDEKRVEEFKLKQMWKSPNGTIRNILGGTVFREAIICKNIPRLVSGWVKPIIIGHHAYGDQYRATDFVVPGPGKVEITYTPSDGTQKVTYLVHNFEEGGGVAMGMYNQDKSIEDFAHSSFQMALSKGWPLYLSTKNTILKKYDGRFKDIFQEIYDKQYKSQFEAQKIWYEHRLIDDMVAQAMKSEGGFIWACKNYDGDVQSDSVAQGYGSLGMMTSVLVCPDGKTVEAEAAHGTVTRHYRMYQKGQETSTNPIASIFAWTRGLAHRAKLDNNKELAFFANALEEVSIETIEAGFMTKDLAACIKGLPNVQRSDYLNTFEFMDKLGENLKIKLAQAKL
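IDH1-R132H (0.5 ug/mL dispensed) in pH 7.5 Tris buffer was preincubated 30 min with compound, then given a substrate mix of 0.016 mM NADPH and 2 mM alpha-KG for 80 min at room temperature; remaining NADPH was read by diaphorase/resazurin fluorescence.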
TRHR enhancer: allosteric enhancers of human TRH receptor | enhancement, % at 2 µM | hit rate 0.66% among 360,000 | TRHR cells, fluo-8 calcium fluorescence, EC20 TRH enhancement | AID 493056 | P34981; in the data active means enhancement above about 30%; further: 0% is about no effect
Target sequence (P34981 whole entry, looked up): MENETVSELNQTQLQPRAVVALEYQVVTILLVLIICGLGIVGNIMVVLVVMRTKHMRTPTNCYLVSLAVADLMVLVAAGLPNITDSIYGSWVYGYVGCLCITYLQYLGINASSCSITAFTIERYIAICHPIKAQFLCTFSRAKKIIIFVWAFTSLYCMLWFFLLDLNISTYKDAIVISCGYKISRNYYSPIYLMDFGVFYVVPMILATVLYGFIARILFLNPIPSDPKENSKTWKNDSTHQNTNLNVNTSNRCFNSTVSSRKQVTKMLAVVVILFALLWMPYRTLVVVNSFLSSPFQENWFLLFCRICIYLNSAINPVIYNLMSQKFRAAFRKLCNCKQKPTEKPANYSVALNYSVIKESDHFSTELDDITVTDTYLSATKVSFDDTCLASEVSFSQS
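Enhancer read-out: after compound pinning and an initial kinetic agonist-mode read, an EC20 of TRH (10 nM final) was injected and fluo-8 calcium signal (Ex 480/Em 530) followed at 1 s/cycle for 100 cycles in TRHR-expressing cells.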
TrxR1 substrate: is turned over as a substrate by rat TrxR1; O89049; purified TrxR1 substrate turnover, NADPH consumption readout; Potency, µM (doses to about 114 µM), for inactives: at the top dose activity change, negative = substrate turnover; hit rate 0.01% among 390,000; further: potency means the concentration at half of the fitted maximal effect; on the % scale 0 is the no-effect control and ±100 the full control effect; nearly all actives have a fitted effect of over 50% in size
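Rat TrxR1, dispensed at 90 nM, was prereduced with 400 uM NADPH (final) for 5 min at ~22 deg C, then incubated with compound 15 min before 400 uM selenite. A first-read NADPH fluorescence drop versus no-compound background flagged substrates.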
TRHR ag: activates the human TRH receptor; TRHR cells, calcium flux fluo-8, FDSS agonist mode; hit rate 0.18% among 360,000; activation, % at 2 µM; P34981; in the data active means activation above about 30%; further: 0% is about no effect
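TRHR-expressing cells loaded with fluo-8 calcium dye; 23 nL library compound pin-transferred, kinetic FDSS fluorescence (Ex 480/Em 530) recorded about 180 s for agonist-induced calcium release, before a 10 nM TRH EC20 addition for potentiator mode.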
USP1-UAF1 inh: blocks the human USP1/UAF1 deubiquitinase complex | O94782 | recombinant USP1/UAF1, Ub-Rhodamine cleavage fluorescence | Potency, µM (titrated, usually from 57.1 µM), inactives show at the highest dose activity change, negative = inhibition, usual class: inhibitors | hit rate 0.23% among 390,000 | AID 743255; further: potency means the concentration at half of the fitted maximal effect; on the % scale 0 is the no-effect control and ±100 the full control effect; nearly all actives have a fitted effect of over 60% in size; inactives centre near -12
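USP1/UAF1 complex at 1 nM was preincubated with compound for 15 min at room temperature, then Ub-Rho substrate (150nM final) was added. Fluorescence (480/540 nm) was read kinetically, 6 reads every 60 seconds.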
PI4K2A block: PI4K2A (human) kinase inhibition | purified PI4K2A, ADP-Glo luminescence, 1 h; stronger effect = lower value | activity change, negative = inhibition, % at 76.9 µM | hit rate 0.13% among 420,000; in the data active means activity change below about -50%; inconclusive means mostly about -30% to -49%;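 further: -100% = wells without enzyme as full effect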
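In this quantitative HTS, ADP production by PI4K2A was quantified luminescently after 1 h at ambient temperature; 100 microM adenosine served as plate-quality control.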
rTrxR1 inhibitor: rat TrxR1 inhibition; Potency, µM (highest dose often 114 µM), inactives show at the highest dose activity change, negative = inhibition, hits mostly inhibitors; hit rate 1% among 390,000; O89049; recombinant rTrxR1, NADPH fluorescence consumption, selenite substrate; further: potency means the concentration at half of the fitted maximal effect; on the % scale 0 is the no-effect control and ±100 the full control effect; nearly all actives have a fitted effect of over 65% in size
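Rat TrxR1 (90 nM in the dispensed reagent) was pre-reduced with 400 uM NADPH for 5 min at room temperature, then incubated with compound for 15 min. After 400 uM selenite was added, NADPH fluorescence (Ex 340/Em 450 nm) was followed for 8 min.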
D2 antagonist: antagonists of human D2 dopamine receptor; P14416; HEK293 TREx D2 cells, calcium flux, dopamine EC80; inhibition, % at 10 µM; hit rate 2% among 340,000; in the data active means inhibition above about 30%; further: 0% is about no effect
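In this primary screen, negative modulation is detected by tracking calcium flux after an EC80 dopamine challenge in inducible HEK293 T-REx D2 cells preexposed to test compound for 180 s.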
* = called active by the depositor; u = inconclusive; x = not tested or not shown; [ ] = another dose, or the depositor's remark. Unless noted, the call rests on the fitted dose curve; in most records, active means well fitted inhibition curve with a large enough effect; inconclusive means small, poorly fitted or top-dose-only effect; inactive means no such curve, though single readings can be large or run the other way.

SMILES | D2 agonist | mIDH1 inhibitor | TRHR enhancer | TrxR1 substrate | TRHR ag | USP1-UAF1 inh | PI4K2A block | rTrxR1 inhibitor | D2 antagonist
COC(=O)c1ccsc1NC(=O)CCS(=O)(=O)c1ccccc1 | -2.7 | 15% | 8 | 4% | -0.1 | -19% | 5 | u | 1
CCOC(=O)C1CCN(C(=O)c2ccc(C)o2)CC1 | x | -3% | x | 12%[57.1 µM] | x | -11% | 2 | 6%[11.4 µM] | x
CC(C(=O)Nc1ccc(F)cc1Cl)N(C)CCOc1ccccc1 (stereo not given) | -0.4 | -6% | -8 | -7%[57.1 µM] | 1.8 | -10% | 1 | 14% | -7
O=[N+]([O-])c1ccc2nonc2c1Nc1ccccc1 | 0.0 | 3% | 1 | 2%[57.1 µM] | -0.2 | -13% | 2 | 3%[57.1 µM] | -3
Nc1ccc(N=Nc2ccccc2)c2cccnc12 | -1.1 | 1% | -2 | -14% | -0.7 | -23% | 1 | -9% | 13
O=C1/C(=C/c2ccccc2)SC(=S)N1CCCC(=O)N1CCCCC1CCO (stereo not given) | 0.8 | -7% | -4 | -6% | -1.2 | -16% | 3 | 6% | -14
Cc1ccc(SC2CCN(C(=O)C3CCC(=O)N(C4CC4)C3)CC2)cc1 (stereo not given) | -0.3 | 8% | 0 | 1% | -0.4 | -18% | 1 | 2% | -2
CC(NC(=O)CCCC1=NS(=O)(=O)c2ccccc2N1)c1ccccc1 (stereo not given) | 10 | 14% | 5 | 1%[57.1 µM] | 4.1 | 0% | -6 | 9%[57.1 µM] | x
CCOc1ccc(NC(=O)Cn2nc(Cc3cccnc3)c3ccccc3c2=O)cc1 | -0.9 | -6% | 2 | 6% | -1.2 | 7% | -7 | 7% | x
Cc1cccc2cc(CN(CC(C)C)S(=O)(=O)c3ccccc3)c(=O)[nH]c12 | -0.8 | -8% | -1 | -1% | 0.3 | -7% | 1 | 3% | 1
COc1cccc(-n2c(Cc3cc(=O)[nH]c(=O)[nH]3)nnc2SCC(=O)N2CCCCCC2)c1 | 0.2 | 9% | -2 | -11%[57.1 µM] | 1.4 | -15% | 0 | 9%[57.1 µM] | -5
CCCCCn1c(=N)c(S(=O)(=O)c2ccc(Br)cc2)cc2c(=O)n3cccc(C)c3nc21 | 0.3 | -6% | 7 | 3% | 1.2 | u | 9 | 21% | -7
COc1ccc(NC(=O)CN2CCN(c3ccc(Cl)cc3)CC2)c(OC)c1 | -0.3 | 2% | -10 | 2%[57.1 µM] | -0.4 | -4% | 7 | 6%[57.1 µM] | -1
CCNC(=S)Nc1ccc2ncoc2c1 | 0.6 | 0% | 4 | 0% | 0.3 | -8% | -2 | 3% | 11
COc1cc(C)c(NC(=O)c2cccc(S(=O)(=O)N3CCCC3)c2)cc1OC | x | -3% | x | -8%[57.1 µM] | x | -12% | -3 | 6%[2.29 µM] | x
Cc1cc(C)c(C(=O)CSc2nc(C)cc(=O)[nH]2)c(C)c1 | -2.4 | 15% | 4 | 8% | -0.1 | -7% | -2 | 16% | 1
COC(=O)Cn1c(=NC(=O)C2CC2)sc2c(C)cc(C)cc21 | x | 10% | x | -5% | x | -6% | -7 | 19%[57.1 µM] | x
O=S(=O)(NCc1cc(-c2ccccc2Cl)no1)c1ccccc1 | x | -1% | x | 0% | x | -2% | 4 | 4% | x
COC(=O)c1cc(Br)ccc1NC(=O)CCNC(=O)c1ccco1 | 1.3 | -3% | 0 | 3%[57.1 µM] | -0.3 | -6% | 0 | 6%[57.1 µM] | -1
Cc1ccc(-c2nc3cc(N)ccc3o2)cc1Br | -0.1 | 0% | 3 | 3% | 0.0 | 5% | 5 | 35% | -8
CC1Nc2ccccc2C(=O)N1NC(=O)c1ccc(Br)cc1 (stereo not given) | 0.1 | -2% | 6 | 12%[57.1 µM] | 0.0 | -13% | 10 | 28%[57.1 µM] | -16
COCc1ccc(-c2ccc3c(c2)c(C#Cc2ccsc2)c(-c2cc(OC)cc(OC)c2)n3C)cc1 | 0.8 | 23% | 4 | 46%[activator][57.1 µM] | 0.4 | -30% | -1 | 48% | -20
CCOC(=O)c1sc(NC(=O)c2cccnc2)nc1C | 0.5 | 3% | 6 | -1% | -0.2 | -24% | 0 | 4% | -4
O=C(c1ccc([N+](=O)[O-])cc1)N1CCOC12CCN(c1ncc(C(F)(F)F)cc1Cl)CC2 | -0.8 | -4% | 4 | -4% | -0.4 | -16% | -8 | -4% | -26
Cc1csc(NC(C)c2nc3cc(Cl)c(Cl)cc3n2CCCO)n1 (stereo not given) | x | 1% | x | 2% | x | -30% | -9 | 6% | x
O=C(CSc1ncnc2c1oc1ccccc12)OCc1ccccc1 | 0.6 | 7% | 12 | -2% | -0.8 | -21% | 3 | 7% | 10
CCn1nnc(NC(=O)c2cccnc2)n1 | 0.6 | 3% | 1 | -4% | 0.2 | -15% | -4 | -13% | -6
Cc1cc(C)c2nc(N(CCN(C)C)C(=O)c3ccc(S(=O)(=O)N(C)CC4CCCO4)cc3)sc2c1 (stereo not given) | 1.6 | -1% | 4 | -11% | 0.7 | -25% | 4 | 7% | -5
CCn1c(C)c(C)c2cc(C(=O)NCCCN3CCCC3)ccc21 | -0.3 | 0% | 6 | 5% | -0.4 | u | 6 | -12% | -1
Cn1c(CC2Sc3ccccc3NC2=O)nnc1SCC(=O)c1ccc(Cl)cc1 (stereo not given) | -0.6 | 4% | -2 | -7%[57.1 µM] | 0.0 | -8% | 0 | -26%[57.1 µM] | -12
Cc1cccc(OCc2nnc(SCC(=O)Nc3ccc(C)c(C)c3)o2)c1 | -0.3 | -6% | -5 | 5% | 0.2 | 4% | -3 | 3% | 22
CCC(=O)C1CCCN(C(=O)c2ccc3nc(-c4cccc(OC)c4)oc3c2)C1 (stereo not given) | 0.8 | 10% | 4 | 3% | 0.0 | -11% | -16 | -1% | -16
CC(C)/C=C/C(=O)N1CCC(N2CCC(C(=O)N3CCOCC3)CC2)CC1 | 0.6 | 0% | 1 | 1% | 0.4 | -7% | 2 | 7% | 7
C=CCn1c(=O)c(C(=O)NCc2ccccc2)c(O)c2ccccc21 | 1.1 | -3% | -6 | 5% | 0.6 | -22% | 2 | 19% | 2
CCC(=O)NC(Nc1cc(C)ccn1)(C(F)(F)F)C(F)(F)F | -2.0 | 4% | 4 | 12% | 0.1 | -14% | 10 | 20% | 9
CCOC(=O)N1CCC(c2cc(=O)n3[nH]c(-c4ccccc4)cc3n2)CC1 | -0.9 | 0% | -1 | 9% | 0.3 | -23% | 1 | 16% | 14
O=C(Nc1ccc2nn(-c3ccc(F)cc3)nc2c1)c1cccnc1 | -0.3 | -1% | 14 | 18% | 1.0 | -11% | -8 | 8%[57.1 µM] | 3
COCCSc1ccccc1C(=O)Nc1ccccc1C(C)C | 0.1 | -11% | -3 | 3%[57.1 µM] | -0.3 | -20% | 1 | 26%[57.1 µM] | -7
COc1cc(C(=O)Oc2ccccc2/C=N/NC(=O)c2ccc(Cl)cc2)cc(OC)c1OC | -1.2 | 6% | 1 | -9% | 0.3 | -19% | -1 | -4% | -16
O=C(NNc1ccccc1)Nc1cc(Cl)ccc1Cl | x | 0% | x | -8% | x | u | -13 | 14%[57.1 µM] | x

Compound profiles, from the list above. Order of screens: D2 agonist, mIDH1 inhibitor, TRHR enhancer, TrxR1 substrate, TRHR ag, USP1-UAF1 inh, PI4K2A block, rTrxR1 inhibitor, D2 antagonist
COc1cc(C(=O)Oc2ccccc2/C=N/NC(=O)c2ccc(Cl)cc2)cc(OC)c1OC in the list: -1.2, 6%, 1, -9%, 0.3, -19%, -1, -4%, -16
CCOC(=O)N1CCC(c2cc(=O)n3[nH]c(-c4ccccc4)cc3n2)CC1 in the list: -0.9, 0%, -1, 9%, 0.3, -23%, 1, 16%, 14

Going on with the list:
SMILES | D2 agonist | mIDH1 inhibitor | TRHR enhancer | TrxR1 substrate | TRHR ag | USP1-UAF1 inh | PI4K2A block | rTrxR1 inhibitor | D2 antagonist
CC(C)c1ccc(C2C(C(=O)c3ccco3)=C(O)C(=O)N2CC2CCCO2)cc1 (stereo not given) | -0.6 | 24% | 0 | 5% | -0.4 | -4% | -4 | -4% | -3
Cc1c(C(=O)NCCS(=O)(=O)N2CCN(c3ccccc3F)CC2)cccc1[N+](=O)[O-] | -0.1 | -12% | -5 | 1% | 1.7 | -10% | 0 | 3% | -13
Cc1nc2ccccc2c2oc(C(=O)NCCCN3CCC(C)CC3)cc12 | 0.6 | 8% | -4 | -5%[57.1 µM] | 0.6 | -24% | -3 | 6%[57.1 µM] | -2
Cc1ccc(-n2c(=O)c3c(c4cc(C)ccc4n3C)n(CC(=O)Nc3c(C)cccc3C)c2=O)cc1 | -1.1 | 22% | 0 | -2% | -1.2 | -8% | 4 | 1% | x
Cn1c(SCC(=O)NCCc2ccccc2)nnc1-c1ccncc1 | 0.1 | 3% | 16 | -11% | 1.0 | -10% | 0 | -9% | -8
CCC1C(=O)NCCN1C(=O)c1ccccc1OC1CCN(S(C)(=O)=O)CC1 (stereo not given) | x | -1% | 3 | 8%[57.1 µM] | 0.5 | -21% | 2 | 18%[57.1 µM] | x
CC1(c2ccc(OC(F)F)cc2)NC(=O)N(CC(=O)N2CCN(C(=O)c3ccco3)CC2)C1=O (stereo not given) | 0.3 | -5% | -3 | -3% | 0.0 | -11% | 0 | 14% | -14
CCCCC1=CC2=CC(=O)C(C)(OC(=O)CC)C(=O)C2=CN1C1CCCCC1 (stereo not given) | 0.3 | 6% | 1 | 5% | -0.3 | u | -5 | u | -1
O=[N+]([O-])c1cc(-c2ccc(/C=N/c3nc4ccccn4c3-c3ccco3)o2)ccc1Cl | 0.1 | -1% | -2 | 15%[57.1 µM] | 0.2 | u | -27 | u | 10
C=C1CCN([C@H](C(=O)OCc2ccc(C)cc2)C(C)C)S(=O)(=O)c2ccccc21 | 0.0 | -4% | 1 | 4%[57.1 µM] | 0.9 | -25% | -4 | 8%[57.1 µM] | 5
Cc1cccc(C)c1OCC(=O)N/N=C/c1ccc2c(c1)OCO2 | -0.2 | 1% | -1 | 9%[57.1 µM] | -1.4 | -14% | -2 | 6%[57.1 µM] | 1
CCN(Cc1cc2ccc(C)cc2[nH]c1=O)C(=O)c1cccnc1 | -0.2 | x | -3 | x | -0.2 | x | x | x | -7
